Screening results as filed in PubChem.
FLuc modulator: counter-screen for miR-21 project: firefly luciferase inhibitors or activators. P08659. purified FLuc, Km substrates, luminescence inhibition. Potency, µM (series often up to 57.5 µM), inactives show at the highest dose activity change, negative = inhibition, usual class: inhibitors. hit rate 6.9% among 360,000. AID 588342; active means well fitted inhibition curve with a large enough effect; inconclusive means small, poorly fitted or top-dose-only effect;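 further: plate controls were vehicle for no effect and reference inhibitor for full effect; nearly all actives have a fitted effect of over 55% in size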
Target sequence (P08659 whole entry, looked up): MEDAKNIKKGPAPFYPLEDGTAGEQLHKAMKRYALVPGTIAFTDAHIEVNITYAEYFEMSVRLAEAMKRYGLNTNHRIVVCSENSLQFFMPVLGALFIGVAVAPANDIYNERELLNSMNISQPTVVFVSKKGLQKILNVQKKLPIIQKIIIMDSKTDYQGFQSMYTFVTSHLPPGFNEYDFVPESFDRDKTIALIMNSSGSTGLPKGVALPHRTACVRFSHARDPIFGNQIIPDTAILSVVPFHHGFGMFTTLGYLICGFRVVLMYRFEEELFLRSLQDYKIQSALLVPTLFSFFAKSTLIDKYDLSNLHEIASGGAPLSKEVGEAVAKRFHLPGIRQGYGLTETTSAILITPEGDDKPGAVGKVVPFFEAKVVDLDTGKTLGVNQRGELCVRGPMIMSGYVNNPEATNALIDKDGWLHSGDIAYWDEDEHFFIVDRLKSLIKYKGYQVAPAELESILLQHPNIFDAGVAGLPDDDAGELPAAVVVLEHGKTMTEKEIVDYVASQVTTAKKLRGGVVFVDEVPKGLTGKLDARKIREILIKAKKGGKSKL
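Purified P. pyralis luciferase (10nM final) with 10uM D-luciferin and 10uM ATP (Km levels) in 50mM Tris acetate pH 7.5, 10mM Mg acetate, 0.01% Tween-20, 0.05% BSA; qHTS 6-point titration, ~60 µM downward; luminescence read.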
* hit, by the source's call; u = inconclusive. Potency means the concentration at half of the fitted maximal effect. The list is partial; rates above refer to the full screens.

structure,FLuc modulator
O=C(Nc1nnc(S(=O)(=O)N2CCc3ccccc32)s1)c1ccccc1,2.6%
CCN(Cc1ccccc1)C(=O)C(CC(C)C)NS(=O)(=O)c1ccc2c(c1)CCN2C(C)=O (stereo unspecified),1.0%
COc1ccc(OC)c(C(=O)CN2C(=O)N(c3ccc(C)cc3)S(=O)(=O)c3ccccc32)c1,-1.7%
CCOc1ccc(NC(=O)CSC2=Nc3ccccc3C3=NC(CC(=O)NCc4ccc5c(c4)OCO5)C(=O)N23)cc1 (stereo unspecified),-9.2%
Cc1cc(C)c2c(=O)c3c(oc2c1)C(=O)N(Cc1ccco1)C3c1ccccc1F (stereo unspecified),-2.4%
COc1ccc(OC)c(NC(=O)CSC2=Nc3ccccc3C3=NC(CCC(=O)NCCc4ccccc4)C(=O)N23)c1 (stereo unspecified),4.4%
Cc1ccc(N(Cc2cccs2)C(=O)c2ccc(Br)o2)cc1,u
COc1ccc(-c2ccc(CCC(=O)O)n2CC(=O)Nc2cccc(C(F)(F)F)c2)cc1,u
CCOc1cccc2c1N[C@@H](c1ccc(C(=O)O)cc1)[C@H]1CC=C[C@@H]21,u
O=C(NCCc1ccccc1)C(=O)NCC(c1ccc2c(c1)OCO2)N1CCOCC1 (stereo unspecified),-0.1%
Cc1ccc(C(=O)/C=C/c2cn(CC(O)CN3CCc4ccccc43)c3ccccc23)cc1 (stereo unspecified),-18.4%
Cc1ccc(S(=O)(=O)Nc2cc3c(cc2C)n(C)c(=O)c(=O)n3C)c(C)c1,-13.4%
CCOC(=O)c1c(C)oc2ccc(N(C(=O)c3ccncc3)S(=O)(=O)c3ccc(F)cc3C)cc12,-6.0%
CCOCCCNC(=O)C(c1ccc(Cl)cc1)N(Cc1ccc2c(c1)OCO2)C(=O)c1ccc(NC(C)=O)cc1 (stereo unspecified),5.7%
CC(=O)N1CCc2cc(S(=O)(=O)NC(Cc3ccccc3)C(=O)NCc3ccccc3)ccc21 (stereo unspecified),5.3%
COc1cc(-c2nnc(SCC(=O)NCc3ccccc3Cl)o2)cc(OC)c1OC,-10.5%
O=C(NC1CCCC1)c1ccc(CSc2nc3cccnc3n2Cc2ccc(F)cc2)cc1,-8.4%
COc1ccc(CCN2C(=O)c3[nH]nc(-c4ccccc4O)c3C2c2cccc(OC)c2)cc1 (stereo unspecified),-3.0%
CCOc1ccccc1C(=O)N1CCc2cc(OC)c(OC)cc2C1COc1ccc2c(C)cc(=O)oc2c1 (stereo unspecified),-5.4%
COc1ccc(NC(=O)c2ccc(-c3cccc(Cl)c3C)o2)cc1,u
Cc1cccc(N(C)c2nc3ccc(C)cc3n3nnnc23)c1,u
N#Cc1c(-n2ncnc2-c2ccc(Br)cc2)sc2c1CCCCC2,1.2µM*
Cc1cccc(C)c1Nc1c(-c2ccsc2)nc2cccc(C)n12,-12.0%
CCOc1ccccc1CNC(=O)c1ccc(CS(=O)Cc2cccc(Cl)c2)o1 (stereo unspecified),-0.4%
CC1=C(c2ccc(C)c(C)c2)S(=O)(=O)NC1=NCc1ccccc1Cl,1.5%
Cn1nc(C(=O)N2CCN(c3ccc(F)cc3)CC2)c2c1-c1ccccc1SC2,-5.5%
CCOc1ccc2oc(=O)cc(CN3CCN(C(=O)c4cccc(F)c4)CC3)c2c1,-7.1%
CCC(=O)Nc1ccccc1-c1nc2ccccc2n(CC(=O)c2ccc(C)c(C)c2)c1=O,-5.2%
Cc1cc(NC(=O)CN(C)S(=O)(=O)c2ccc3c(c2)CCC(=O)N3)ccc1Br,u
COc1cc(NC(=O)Cn2c(=O)cc(C)c3c(C)nn(-c4ccc(C)cc4)c32)cc(OC)c1,-3.1%
CCCOc1ccc(Nc2nc(SC)ncc2C(=O)OCC)cc1,6.2%
Cc1ccc(-n2ncc(C(=O)NCc3ccco3)c2C2CCN(C(=O)OC(C)(C)C)CC2)c(C)c1,3.0%
CCOc1cccc2sc(NC(=O)CS(=O)(=O)c3ccc(C)cc3)nc12,-2.8%
CCN1CCC(N(Cc2ccc3c(c2)OCO3)C(=O)Nc2cccc(C)c2C)CC1,-0.8%
CCN1CCN(c2oc(-c3ccc(COc4ccc(C)cc4)o3)nc2C#N)CC1,-3.7%
O=C(Nc1nonc1-c1ccc(Br)cc1)c1ccco1,-0.6%
Cc1ccccc1NC(=O)CSc1ccc(-c2cccs2)nn1,-1.6%
Cc1ccccc1C(=O)Nc1ccccc1OCc1cc(=O)n2ccccc2n1,-10.4%
COc1cc(C)ccc1OCCSc1nnc(-c2cccs2)o1,-15.5%
COc1ccc(CCNC(=O)c2cnc3sc(N4CCOCC4)nn3c2=O)cc1,-8.5%
Cc1cc(F)ccc1NC(=O)CCSc1nc(-c2ccco2)cc(C(F)(F)F)n1,1.9%
CCOC(=O)c1sc(NC(=O)C(C)Oc2ccc(OC)cc2)c(C(=O)OCC)c1C (stereo unspecified),-1.5%
O=C(Cc1ccc(Cl)cc1)NCC(c1cccs1)S(=O)(=O)c1ccccc1 (stereo unspecified),-9.8%
CCN(CC)C(=O)c1sc2c(c1C)c(=O)n(CCc1ccccc1)c(=O)n2Cc1cccc(Cl)c1,2.6%
O=C(Nc1ccc(O)c(-c2nc3ccccc3o2)c1)c1ccc(-c2cccc(Cl)c2)o1,3.5%

Ordered by count of non-hydrogen atoms (high to low): part of the list above
structure,FLuc modulator
O=C(Nc1ccc(O)c(-c2nc3ccccc3o2)c1)c1ccc(-c2cccc(Cl)c2)o1,3.5%
CCOC(=O)c1sc(NC(=O)C(C)Oc2ccc(OC)cc2)c(C(=O)OCC)c1C (stereo unspecified),-1.5%
COc1ccc(CCNC(=O)c2cnc3sc(N4CCOCC4)nn3c2=O)cc1,-8.5%
O=C(Cc1ccc(Cl)cc1)NCC(c1cccs1)S(=O)(=O)c1ccccc1 (stereo unspecified),-9.8%
CCOc1cccc2sc(NC(=O)CS(=O)(=O)c3ccc(C)cc3)nc12,-2.8%
COc1cc(C)ccc1OCCSc1nnc(-c2cccs2)o1,-15.5%

Some of the entries above in a different format.
Cc1ccccc1C(=O)Nc1ccccc1OCc1cc(=O)n2ccccc2n1
  FLuc modulator = -10.4%

CCN1CCN(c2oc(-c3ccc(COc4ccc(C)cc4)o3)nc2C#N)CC1
  FLuc modulator = -3.7%

Further results follow:
structure,FLuc modulator
COCCN1C(=O)N(c2cccc(OC)c2)C(=O)C1CC(=O)Nc1ccccc1 (stereo unspecified),0.6%
CCOc1ccc(NC(=O)N2CCN(C(=O)c3nsc4ccccc34)CC2)cc1,2.0%
Cc1cc(C)c2c(CC(=O)Nc3ccc(S(=O)(=O)Nc4ncccn4)cc3)coc2c1,u
Cc1cccc(Nc2nc(-c3ccccc3)c3cc(C)ccc3n2)c1,1.6%
COc1ccc(-c2ccc(=O)n(CC(=O)Nc3ccccc3C(F)(F)F)n2)cc1,-2.0%
CCC(O)c1nc2ccccc2n1CCOc1cc(C)cc(C)c1 (stereo unspecified),-9.6%
Cc1cc(C)c(NC(=O)c2cc3sc(Cl)cc3n2C)c(C)c1,-8.1%
Cc1ccc(C2c3c(oc4ccccc4c3=O)C(=O)N2c2nnc(C)s2)cc1 (stereo unspecified),0.2%
Cc1cccn2c(Nc3ccccc3)c(-c3ccc(N4CCOCC4)cc3)nc12,u
CCOC(=O)C1CCCN(C(=O)Cn2ncc3c(C)n(Cc4ccccc4Cl)c(C)c3c2=O)C1 (stereo unspecified),-19.1%
CCN1CCN(c2ncc3c(n2)CCN(Cc2ccccc2C)C3)CC1,-0.8%
CCOC(=O)c1c(NC(=O)C2c3ccccc3Oc3ccccc32)sc(C)c1C,1.2%
CC1=C(C(=O)Nc2ccc(C)cc2C)C(c2ccccc2[N+](=O)[O-])n2ncc(C(=O)Nc3ccccc3)c2N1 (stereo unspecified),u
O=C(NCC(c1cccs1)S(=O)(=O)c1cccs1)c1c(F)cccc1F (stereo unspecified),1.0%
CC(Oc1ccc(F)cc1)C(=O)N1CCC(c2nc3ccccc3s2)CC1 (stereo unspecified),-9.7%
CCOc1ccc(CCNC(=O)Cn2ncn3c(cc4sc(C)cc43)c2=O)cc1OCC,0.8%
Cc1cc(Cl)ccc1NC(=O)CN(c1ccccc1Br)S(C)(=O)=O,-2.0%
COc1ccc(NC(=O)CN(C)S(=O)(=O)c2ccc3c(c2)CCCN3C(C)=O)cc1Cl,-12.5%
O=C(c1ccc2c(c1)OCCO2)N(Cc1cccnc1)c1nc2c(F)cc(F)cc2s1,u
Cn1c(SCc2ccc(C(F)(F)F)cc2)nc2c([nH]c3ccccc32)c1=O,0.6%
CCN(C(=O)CSc1nnc(-c2cc3occc3n2C)n1-c1ccccc1C)c1cccc(C)c1,-0.6%
Cc1nc(-n2nc(C)c(CCC(C)C)c2C)sc1C(=O)Nc1cccc(Cl)c1C,-9.2%
CCC(=O)N1CCc2cc(Br)cc(S(=O)(=O)CCC(=O)NCc3ccccc3)c21,4.9%
CC(NC(=O)CN(c1ccc(Cl)cc1Cl)S(=O)(=O)c1ccccc1)c1ccccc1 (stereo unspecified),-11.3%
COc1ccc2nc(NC(=O)c3nc(S(=O)(=O)Cc4ccccc4F)ncc3Cl)sc2c1,-12.8%
O=C(c1ccc2c(c1)N(Cc1cccc(F)c1)C(=O)c1ccccc1S2)N1CCOCC1,0.8%
COc1ccccc1-c1nc2c(c(SCC(=O)Nc3c(C)cc(C)cc3C)n1)Cc1c(CO)cnc(C)c1O2,-5.5%
CN(Cc1ccccc1)c1ncnc2c1nc1n2CCCC1,-7.4%
Cc1ccc(S(=O)(=O)Nc2nc3n(n2)C(c2ccccc2Cl)C=C(c2ccccc2)N3)cc1 (stereo unspecified),-3.7%
CCOc1ccc(NC(=O)c2ccc3c(c2)c(C)c(C)n3Cc2ccc(F)cc2)cc1,2.0%
COC(=O)C(CCSC)NC(=O)Cn1ncc2c([nH]c3ccccc32)c1=O (stereo unspecified),0.8%
O=C(c1cc(S(=O)(=O)N2CCCC2)c[nH]1)N1CCN(c2cccc(Cl)c2)CC1,-7.7%
Cc1cc(C)c2oc(C(=O)Nc3c(C)n(C)n(-c4ccccc4)c3=O)cc(=O)c2c1,-1.3%
COc1ccc(C(=O)c2cnc3ccc(C)cc3c2S(=O)(=O)c2ccccc2)cc1,u
CCOC(=O)c1c(S(=O)(=O)N2CCC(C(=O)Nc3ccc(C)cc3C)CC2)c(C)n(C)c1C,-2.2%
COC(=O)c1ccc(C(=O)OC)c(NC(=O)c2c(-c3ccccc3)c(-c3ccccc3)nn(C)c2=O)c1,-11.9%
Cc1c(C(=O)OC2CCCC2)[nH]c2c1C(=O)CC(c1ccc(Cl)cc1)C2 (stereo unspecified),2.6%
CCc1nnc(SCC(=O)Nc2ccc(OC)c(OC)c2)c2cc3occc3n12,-1.7%
CCOc1ccc(N(CC)C(=O)CSc2n[nH]c(-c3ccccc3)n2)cc1,-19.4%
Cc1cccc(NC(=O)c2ccc(CNS(=O)(=O)c3ccc4c(c3)C(C)(C)C(=O)N4C)cc2)c1,-11.0%
CCNc1c(NC(=O)c2ccccc2OCC)c(=O)oc2ccccc12,-7.4%
COc1ccc(NC(=O)c2ccc(-c3nc(CSc4ccccc4)c(C)o3)cc2)cc1OC,-3.8%
Cc1ccc(CNC(=O)c2sc3nc(-c4ccccc4)cn3c2C)cc1,-2.3%
O=C(NCc1ccccc1Cl)c1ccc2c(c1)NC(=O)C(CS(=O)(=O)Cc1ccc(F)cc1Cl)N2 (stereo unspecified),-16.0%
COc1ccc(Cn2c(=O)c3ccccc3n3c(-c4cccc(OC)c4OC)nnc23)cc1,5.4%
CCOC(=O)c1[nH]c(C)c(CCC(=O)N2CCN(c3cc(C)ccc3C)CC2)c1C,-8.8%
COc1ccc(N2CCN(C(=O)c3cccc(NC(=O)c4nsc5ccccc45)c3)CC2)cc1,9.53µM*
O=C(COc1ccccc1Cl)Nc1nc2c(s1)CCCC2,21.3µM*
Cc1ccc2oc(-c3cc(NC(=O)c4oc5ccccc5c4C)ccc3Cl)nc2c1,u
Cc1ccc(C)c(Cn2c3ccccc3c3cnn(CC(=O)NCC(C)c4ccccc4)c(=O)c32)c1 (stereo unspecified),1.2%
COc1ccc(C(=O)NCC(c2ccc(N(C)C)cc2)N2CCc3ccccc32)cc1OC (stereo unspecified),-1.4%
COc1ccc(Nc2cc(C(=O)NC3CCC(C)CC3)c3ccccc3n2)cc1OC (stereo unspecified),u
Fc1cccc(-n2ncc3c2ncn2nc(Cc4ccccc4)nc32)c1,-4.4%
CCn1cc(C2N3CC4(CC)CN2CC(CC)(C3)C4=O)c2ccccc21 (stereo unspecified),-6.5%
Cc1ccc(Cn2c(CNC(=O)c3ccc(Cl)c([N+](=O)[O-])c3)nc3cccnc32)cc1,-9.6%
CCCOc1cccc(C2c3c(-c4ccccc4O)n[nH]c3C(=O)N2Cc2ccco2)c1 (stereo unspecified),u
COc1ccc2oc(=O)cc(CN3CCN(c4ccccc4OC)CC3)c2c1,-7.7%
CCN1CCN(c2ncc3c(n2)CCN(Cc2ccc(OC)c(OC)c2)C3)CC1,-1.0%
Cc1ccc(Nc2cc(C)c(C#N)c3nc4ccccc4n23)cc1Cl,-0.2%
CCCOc1ccc(CNC(=O)c2[nH]c3cc(OC)ccc3c2Sc2ccccc2)cc1,5.7%
CCCC(=O)Nc1ccc(NC(=O)c2sc3ccccc3c2Cl)cc1,-7.1%
